M1AAP inhibition: P. falciparum M1AAP inhibitors, biochemical, fluorogenic H-Leu-NHMec substrate, 1536-well (AID 1445); Aminopeptidase N (Plasmodium falciparum (isolate 3D7)); recombinant M1AAP, H-Leu-NHMec fluorogenic kinetic assay; higher % means a stronger effect; one-dose inhibition, % at 30 µM; IC50 in µM for titrated hits; 220,000 tested, 0.42% active;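 active = primary inhibition above the hit cutoff, then over 50% inhibition at one or more dose response concentrations, cut at about 23% in these data, passing the limit was not always enough; inconclusive = conflicting primary data, or primary hits not chosen for dose response; inactive = low primary inhibition, or under 50% at every dose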;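 also: plate controls were DMSO full reaction for no effect and no enzyme background for full effect; strong numbers were not always called active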
human PMI inhibitors: human PMI inhibitors, high substrate, primary screen, biochemical, fluorescence intensity, high mannose 6-phosphate (AID 1220); recombinant PMI enzyme, coupled fluorescence intensity; higher % means a stronger effect; inhibition, % at 20 µM, or IC50 in µM where a hit was titrated; 190,000 tested, 0.66% active
LYP phosphatase: inhibitors of LYP phosphatase, biochemical, fluorescence intensity, uHTS (AID 1779) | inhibition, % at 11.5 µM, or IC50 in µM where a hit was titrated | 290,000 tested, 0.054% active | recombinant LYP phosphatase, fluorescence intensity; higher % means a stronger effect | Tyrosine-protein phosphatase non-receptor type 22 (Homo sapiens);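 also: plate controls were vehicle with enzyme for no effect and no enzyme for full effect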
SIAH1 antagonists: Siah-1 peptide-binding antagonists, primary screen, biochemical, fluorescence polarization, rhodamine-plectin, uHTS (AID 1817). displacement, % at 20 µM, or IC50 in µM where a hit was titrated. 290,000 tested, 0.02% active. Siah-1 / rhodamine-plectin peptide fluorescence polarization; higher % means a stronger effect;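 active = displacement of at least 50% at 20 µM, with a fluorescence ratio check between 0.3 and a set limit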;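 also: plate controls were Siah plus tracer with DMSO for no effect and tracer alone without Siah for full effect; strong numbers were not always called active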
M17LAP inhibition: P. falciparum M17LAP inhibitors, primary screen, biochemical, fluorogenic H-Leu-NHMec substrate, 1536-well (AID 1619); recombinant M17LAP, H-Leu-NHMec fluorogenic kinetic assay; higher % means a stronger effect; inhibition, % at 30 µM, or IC50 in µM where a hit was titrated; 220,000 tested, 0.38% active;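 active = compound inhibiting the enzyme by more than half at any dose during confirmatory dose-response retesting; inconclusive = strong single-dose inhibitors picked by rank but not retested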;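 also: plate controls were full reaction with DMSO carrier for no effect and no enzyme background for full effect; strong numbers were not always called active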
XIAP antagonists: XIAP antagonists, biochemical, IAP family, fluorescence polarization (AID 1018); E3 ubiquitin-protein ligase XIAP (Homo sapiens); XIAP BIR domain, fluorescence polarization peptide displacement; higher % means a stronger effect; displacement, % at 20 µM, or IC50 in µM where a hit was titrated; 200,000 tested, 0.007% active; in the data active = displacement above about 50%; also: a part of the inactive calls stands beside numbers as strong as those of hits
PMI inhibitors: inhibitors of human PMI, primary screen, biochemical, fluorescence intensity, coupled assay (AID 1209); one-dose inhibition, % at 20 µM; IC50 in µM for titrated hits; 190,000 tested, 0.42% active; Mannose-6-phosphate isomerase (Homo sapiens); purified PMI enzyme, coupled fluorescence intensity; higher % means a stronger effect;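 also: plate controls were DMSO vehicle for no effect and wells lacking substrate for full effect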
Dynein cargo inh: inhibitors of GR-EGFP nuclear translocation, primary screen, dynein cargo transport inhibitor project, imaging, high-content, 3617.4 mouse cells. test concentration mostly 20 µM; stimulated with dexamethasone, 1 µM; hits give low values. z-score, hits read low. 220,000 tested, 0.47% active;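 active = plate z-score of nuclear minus cytoplasmic receptor signal below a set negative limit, without overly bright fluorescence or cell loss, cut at about -3.5 in these data, passing the limit was not always enough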;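 also: z-score of nuclear minus cytoplasmic ring GR-EGFP intensity difference per well; some compounds called inactive have numbers as strong as hits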
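Buffer or medium – tet-free medium with charcoal-stripped serum · Signal – automated 10x imaging of fixed Hoechst-stained cells · Also added – dexamethasone agonist, 1.0 µM final, for 30 min · Incubation – induction 48 h, compound 1 h, agonist 30 min · Read-out – GR-EGFP nuclear translocation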
AID2073: inhibitors of Mint1-CaV2.2 protein interaction, biochemical, HTRF (AID 2073). inhibition, % at 20 µM; hits with a dose series show IC50 in µM. 290,000 tested, 0.19% active. Voltage-dependent N-type calcium channel subunit alpha-1B (Homo sapiens). HTRF protein-protein interaction, Mint1-CaV2.2; higher % means a stronger effect; in the data active = inhibition mostly above about 51%, no sharp cut-off; inconclusive = no clear call, values can overlap the other calls; inactive = mostly below about 53%; also: some results filed as inactive read as strong as hits
Dynein cargo inh cytoplasmic EGFP: recorded beside Dynein cargo inh, whose call it bears; z-score; measured here: cytoplasmic GR-EGFP intensity; hits give high values
Dynein cargo inh nuclear GR-EGFP: further read-out of Dynein cargo inh, marked with its call; z-score; measured here: nuclear GR-EGFP intensity;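 lower value marks the stronger effect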
Dynein cargo inh cell count: recorded beside Dynein cargo inh, whose call it bears; z-score; measured here: cell count per field
An asterisk follows results filed as active; ? = inconclusive; · = no result given. Rule as the data show it, unless noted: active = inhibition above about 50%; inactive = the rest.

SMILES | M1AAP inhibition | human PMI inhibitors | LYP phosphatase | SIAH1 antagonists | M17LAP inhibition | XIAP antagonists | PMI inhibitors | Dynein cargo inh | Dynein cargo inh cytoplasmic EGFP | Dynein cargo inh nuclear GR-EGFP | Dynein cargo inh cell count | AID2073
O=C(O)[C@@H]1[C@@H]2C[C@@H]2CN1c1ncccc1[N+](=O)[O-] | 9.6% | 65.1%* | -6.1% | -1.7% | 6.7% | 1.6% | 28.4% | -0.194 | -0.276 | 0.231 | -0.259 | 20.7%
O=c1[nH]c2ccccc2c(O)c1-c1ccccc1[N+](=O)[O-] | 4.9% | -2.4% | -5.3% | 11.0% | 17.7% | -3.6% | 1.1% | -0.23 | -0.29 | 0.0902 | 0.374 | -17.1%
OCC1(CCc2ccccc2)CCN(Cc2ccc(OC(F)F)cc2)CC1 | -2.5% | -8.8% | -9.6% | -2.1% | -3.7% | · | -2.0% | -0.718 | -0.263 | -0.246 | 1.13 | 11.1%
CC(SCc1ccccc1)C(=O)NCc1ccccn1 (stereo unspecified) | -9.8% | 15.8% | -5.2% | 10.6% | 3.4% | · | 11.2% | -0.43 | -0.331 | 0.0182 | 1.03 | -4.0%
N#Cc1c(-c2ccccc2)cc(C2CC2)nc1SCC(=O)c1cccs1 | 10.6% | 8.0% | 1.3% | 0.2% | 0.4% | -5.7% | 9.8% | 0.323 | 0.302 | 0.0588 | 0.0315 | 19.8%
CCCc1nc(SCC(=O)Nc2ccccc2OC)c2c(=O)n(C)c(=O)n(C)c2n1 | -2.1% | 18.1% | 0.6% | 2.8% | 1.5% | 2.9% | 23.7% | 0.769 | -0.183 | 0.518 | 0.174 | -0.7%
O=C(O)c1cn(-c2ccccc2)nc1-c1ccncc1 | -2.3% | 10.2% | -3.1% | 4.0% | 5.3% | -0.6% | 15.8% | 0.668 | -0.228 | 0.359 | 1.17 | 14.7%
C(=N\NC1=Nc2cccc3cccc1c23)/c1ccccc1 | 2.5% | 27.6% | -2.6% | -5.8% | -6.6% | -1.1% | 0.2% | -0.044 | 0.269 | 0.259 | -0.685 | 1.2%
OCCN(Cc1ccccc1)Cc1ccccc1F | -3.4% | 6.5% | -7.7% | 8.5% | 1.1% | -3.1% | 12.6% | -0.558 | -0.137 | -0.93 | 0.0836 | -0.4%
Cc1nc2ccc(F)cc2cc1C(=O)NC(C)C | 12.2% | 24.9% | -4.6% | -3.9% | 7.9% | -3.0% | 4.6% | -1.25 | -0.028 | -0.494 | 1.64 | 18.5%
O=C(CSc1nnnn1-c1ccc2c(c1)OCCO2)OC1CCCCC1 | 7.6% | 2.5% | 7.8% | 0.7% | 0.9% | -2.7% | 12.5% | 0.146 | 0.106 | 0.116 | 0.0124 | -1.0%
Cc1cc(OCC(=O)N2CCCC2)ccc1Cl | 10.3% | 12.0% | -0.6% | -3.4% | 4.8% | -6.4% | -0.1% | 0.104 | -0.218 | 0.301 | 1.26 | 8.7%
Cc1ccccc1S(=O)(=O)/N=C(/Nc1c(C)n(C)n(-c2ccccc2)c1=O)c1ccccc1 | 4.5% | -14.0% | -2.1% | 0.3% | 10.2% | -4.4% | -17.6% | -0.534 | -0.171 | -0.172 | -0.164 | 1.3%
O=C(CCCSc1ccccc1)Nc1nc(-c2ccco2)c(-c2ccco2)s1 | 23.0% | -6.9% | 45.8% | 75.3% | 17.2% | 1.3% | -17.7% | 0.285 | 0.062 | -0.239 | -0.858 | 71.8%
C/C(=N/NC(=O)C1COc2ccccc2O1)c1ccc(Br)s1 (stereo unspecified) | 2.5% | · | -3.7% | 11.7% | -5.2% | · | · | 0.388 | -0.107 | 0.808 | -2.12 | 6.9%
CCCCC(=O)Nc1ccc(NC(=O)c2ccc([N+](=O)[O-])cc2Cl)cc1OC | 1.0% | 20.7% | 1.1% | -3.2% | -8.6% | -2.4% | 1.4% | 0.00746 | -0.343 | -0.129 | 0.784 | -1.7%
COc1ccc(N(CC(O)Cn2c(C)nc3ccccc32)S(=O)(=O)c2ccc(C)cc2)cc1 (stereo unspecified) | 0.4% | 17.6% | 6.4% | 4.4% | -13.1% | -6.4% | 20.6% | -0.453 | -0.262 | -0.646 | 0.657 | 4.7%
O=C(NCCC1=CCCCC1)C(=O)NCC(c1ccco1)N1CCN(c2ccc(F)cc2)CC1 (stereo unspecified) | 2.4% | 2.7% | -0.8% | 6.3% | -12.3% | -10.0% | 10.4% | -0.693 | -0.306 | -0.586 | 0.516 | -3.5%
COc1ccc(Cn2nnnc2C(c2ccc3ncccc3c2)N2CCN(C3CCCCC3)CC2)cc1 (stereo unspecified) | 13.6% | -3.1% | -5.7% | 9.1% | 2.3% | -4.2% | 2.1% | -0.488 | -0.207 | 0.258 | -0.166 | -1.4%
O=C(Cn1c(=O)n(Cc2ccco2)c(=O)c2ccccc21)Nc1cccc(Cl)c1 | 4.1% | 24.7% | 7.8% | -2.5% | -0.5% | -16.1% | 23.6% | -1.32 | -0.168 | -0.599 | 0.675 | 6.0%
COc1cc(/C=N/N=C2\CC3CCC2(C)C3(C)C)ccc1O (stereo unspecified) | 0.3% | 0.7% | -4.9% | -8.1% | 9.8% | -9.3% | 3.3% | -1.07 | -0.272 | -0.446 | 0.989 | 2.8%
CC(C)CCN(C(=O)CNC(=O)c1ccco1)C(C(=O)NC1CCCCC1)c1ccco1 (stereo unspecified) | 1.2% | -2.4% | -7.0% | -4.5% | 1.9% | -7.1% | 3.4% | 0.935 | -0.153 | 0.519 | -1.03 | -2.4%
Cn1c(N)c(C(=O)COC(=O)c2ncc(Cl)c(Cl)c2Cl)c(=O)n(C)c1=O | -0.3% | -5.9% | 1.5% | -1.5% | -2.2% | -5.4% | -7.7% | -2.65 | 0.337 | -1.39 | 0.476 | 5.1%
COc1cccc(NC(=O)NCc2ccccc2F)c1 | 1.9% | 0.8% | -6.2% | -3.8% | -1.7% | 2.1% | 2.3% | 0.605 | -0.199 | 0.334 | -0.297 | -1.3%
CN(C)S(=O)(=O)c1ccc(Cl)c(NC(=O)CN2C(=O)NC(C)(C3CC3)C2=O)c1 (stereo unspecified) | · | · | -5.7% | -5.1% | · | · | · | -0.347 | -0.769 | -0.396 | -0.00765 | 12.7%
(continued)
SMILES | M1AAP inhibition | human PMI inhibitors | LYP phosphatase | SIAH1 antagonists | M17LAP inhibition | XIAP antagonists | PMI inhibitors | Dynein cargo inh | Dynein cargo inh cytoplasmic EGFP | Dynein cargo inh nuclear GR-EGFP | Dynein cargo inh cell count | AID2073
O=C(Cn1ncc2c(=O)oc3ccccc3c21)NCCCN1CCCC1=O | 14.7% | 1.2% | -3.9% | -3.0% | 3.0% | -10.9% | -1.4% | -0.581 | -0.191 | -0.093 | -0.206 | 5.1%
COc1cc(OC)nc(-n2ncc(Br)c(Br)c2=O)n1 | 0.5% | -6.0% | -2.0% | -1.1% | -0.1% | -1.3% | -7.8% | -3.52* | 1.62* | -2.09* | -0.203* | 0.0%
CCCCN(C)C(=O)C1CCN(CCCc2ccccc2)CC1 | -7.2% | -0.1% | -11.5% | 6.0% | 1.0% | -2.8% | 8.2% | -0.485 | -0.205 | 0.00963 | 0.0109 | 2.5%
Cc1ccc(C)c(NC(=O)CSc2nnc(Cc3cccn3C)n2-c2ccc(F)cc2)c1 | -1.6% | 16.8% | -2.0% | 0.4% | 9.5% | -4.9% | 17.4% | 0.598 | -0.114 | 0.671 | -0.525 | -2.4%
CN(C)c1ccc(NC(=O)COC(=O)CCC(=O)c2ccc(F)cc2)cc1 | 1.0% | 8.7% | -7.1% | -6.7% | 20.4% | -5.3% | 7.1% | 0.0428 | -0.195 | 0.474 | 0.913 | -3.6%
COc1ccc(C2=NN(CC(=O)NCc3ccco3)C(=O)CC2)cc1 | 5.2% | 8.7% | 0.2% | -2.6% | 18.7% | -8.4% | 12.6% | 1.2 | -0.257 | 0.809 | -1.2 | 5.4%
COc1ccc(-c2c(C#N)c(N)nc3c2CCCCCC3)cc1OC | 0.5% | 6.9% | -1.4% | 2.2% | 3.0% | -0.8% | 7.6% | -0.193 | -0.0279 | -0.0902 | 0.125 | -1.6%
COc1ccccc1NC(C)C(=O)N/N=C/c1ccccc1OCc1cccc(Br)c1 (stereo unspecified) | 6.0% | 9.4% | -2.1% | 0.2% | 10.8% | -3.6% | 14.2% | -0.364 | -0.342 | -0.45 | 0.989 | 4.2%
COC(=O)c1ccc(Nc2cc(C)nc3ccc(C)cc23)cc1 | 4.6% | · | -2.7% | 2.6% | -6.4% | · | · | -0.341 | -0.221 | -0.167 | 0.488 | ?
O=C(Nc1ccc(F)cc1)OCCN1CCN(Cc2ccccc2)CCC1=O | 0.3% | 5.9% | -2.2% | -4.4% | -1.0% | -7.6% | 3.3% | 0.613 | 0.075 | 0.639 | 1.07 | -0.3%
CCc1cccc(NC(=O)CCCCCC2NC(=O)NC2C)c1 (stereo unspecified) | 12.4% | -5.3% | -4.3% | -6.2% | -0.7% | -1.3% | -5.8% | -0.84 | -0.276 | -0.378 | 0.452 | 0.1%
COc1ccc(N(C)C(=O)c2oc(=O)c3ccccc3c2-c2ccccc2)c(OC)c1 | -2.8% | · | -6.2% | 4.2% | 3.0% | · | · | -0.953 | -0.214 | -0.071 | 1.29 | -9.4%
Cc1nc2ccc(N=NN(C)C)cc2[nH]1 | 10.1% | · | -2.5% | -3.2% | 1.6% | · | · | 0.311 | -0.23 | 0.123 | 0.147 | -56.6%
CC(=O)c1c(C)[nH]c(C(=O)CSc2nnc(C)s2)c1C | 1.6% | -24.6% | -2.3% | -2.5% | 8.4% | -4.1% | -11.6% | 0.433 | -0.184 | 0.202 | 0.182 | -4.2%
O=C(N/N=C/c1cc(Br)ccc1O)C(=O)Nc1ccccc1OC(F)(F)C(F)F | ? | -13.9% | -8.8% | 4.8% | -0.3% | -4.5% | -11.3% | -0.0933 | 0.369 | -0.348 | 0.623 | 25.1%
Cc1occc1-c1nnc(SCC(=O)N2CCN(c3ccc(F)cc3)CC2)n1C | 1.4% | 7.5% | -2.1% | 0.3% | -4.6% | -6.3% | -2.8% | 0.0683 | -0.252 | 0.312 | 0.319 | -7.2%

Screens as filed in PubChem.
